# IDH1 R132H inh = qHTS for Inhibitors of mutant isocitrate dehydrogenase 1 (IDH1): qHTS. 390,000 compounds, 0.093% hits. Potency, µM (top dose mostly 76.6 µM), inactives show at the highest dose activity change, negative = inhibition, most hits filed as inhibitors. Isocitrate dehydrogenase [NADP] cytoplasmic (Homo sapiens), O75874. IDH1-R132H enzyme, NADPH consumption, diaphorase/resazurin fluorescence; note: potency is the fitted concentration of half-maximal effect; % is set by controls: 0 for no effect and ±100 for the full control effect; nearly all actives have a fitted effect of over 65% in size
#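 IDH1-R132H (0.5 ug/mL dispensed) in pH 7.5 Tris buffer was preincubated 30 min with compound, then given a substrate mix of 0.016 mM NADPH and 2 mM alpha-KG for 80 min at room temperature; remaining NADPH was read by diaphorase/resazurin fluorescence.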
# GLS inhibitor = qHTS for Inhibitors of Glutaminase (GLS). GLS enzymatic activity, qHTS titration. Potency, µM (top dose mostly 45.5 µM), for the others: at the highest dose activity change, negative = inhibition, usual class: inhibitors. 410,000 compounds, 0.21% hits. Glutaminase kidney isoform, mitochondrial (Homo sapiens), O94925; note: potency is the fitted concentration of half-maximal effect; % is set by controls: 0 for no effect and ±100 for the full control effect
# Target sequence (O94925 whole entry, looked up, canonical isoform): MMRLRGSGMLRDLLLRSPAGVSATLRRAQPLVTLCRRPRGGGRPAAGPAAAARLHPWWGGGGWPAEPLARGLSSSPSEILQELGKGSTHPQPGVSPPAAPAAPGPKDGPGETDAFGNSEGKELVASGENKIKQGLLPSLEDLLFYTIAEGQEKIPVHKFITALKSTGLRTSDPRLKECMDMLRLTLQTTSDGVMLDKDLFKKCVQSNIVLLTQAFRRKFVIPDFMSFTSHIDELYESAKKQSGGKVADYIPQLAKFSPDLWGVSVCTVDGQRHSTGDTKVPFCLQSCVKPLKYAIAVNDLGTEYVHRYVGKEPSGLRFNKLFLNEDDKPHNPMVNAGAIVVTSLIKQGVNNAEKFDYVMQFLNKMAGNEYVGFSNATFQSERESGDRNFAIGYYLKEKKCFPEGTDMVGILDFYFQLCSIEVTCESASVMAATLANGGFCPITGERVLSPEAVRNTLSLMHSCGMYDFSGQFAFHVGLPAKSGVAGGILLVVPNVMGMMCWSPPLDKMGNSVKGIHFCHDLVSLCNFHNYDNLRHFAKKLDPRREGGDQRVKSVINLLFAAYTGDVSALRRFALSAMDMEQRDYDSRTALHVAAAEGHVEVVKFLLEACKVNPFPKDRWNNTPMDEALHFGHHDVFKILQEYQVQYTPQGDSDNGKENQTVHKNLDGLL
#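 hKGA in 45 mM KH2PO4 (pH 8.2), 0.02% Tween-20 with compound, then 1mM L-Glutamine (stock as added) plus glutamate oxidase/HRP/Amplex red coupling mix. Fluorescence read initially and after 30 min at RT; signal change reflects glutamate formation.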
# TrxR1 substrate = qHTS Assay for Substrates of Mammalian Selenoprotein Thioredoxin Reductase 1 (TrxR1): qHTS | Potency, µM (titrated, usually from 114 µM), inactives show at the highest dose activity change, negative = substrate turnover | 390,000 compounds, 0.01% hits | purified TrxR1 substrate turnover, NADPH consumption readout; note: potency is the fitted concentration of half-maximal effect; % is set by controls: 0 for no effect and ±100 for the full control effect; nearly all actives have a fitted effect of over 50% in size
#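 Rat TrxR1, dispensed at 90 nM, was prereduced with 400 uM NADPH (final) for 5 min at ~22 deg C, then incubated with compound 15 min before 400 uM selenite. A first-read NADPH fluorescence drop versus no-compound background flagged substrates.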
# rTrxR1 inhibitor = qHTS Assay for Inhibitors of Mammalian Selenoprotein Thioredoxin Reductase 1 (TrxR1): qHTS | Potency, µM (top dose mostly 114 µM), inactives show at the highest dose activity change, negative = inhibition, usual class: inhibitors | recombinant rTrxR1, NADPH fluorescence consumption, selenite substrate | Thioredoxin reductase 1, cytoplasmic (Rattus norvegicus), O89049 | 390,000 compounds, 1% hits; note: potency is the fitted concentration of half-maximal effect; % is set by controls: 0 for no effect and ±100 for the full control effect; nearly all actives have a fitted effect of over 65% in size
#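 Rat TrxR1 (90 nM in the dispensed reagent) was pre-reduced with 400 uM NADPH for 5 min at room temperature, then incubated with compound for 15 min. After 400 uM selenite was added, NADPH fluorescence (Ex 340/Em 450 nm) was followed for 8 min.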
# PI4K2A block = qHTS for small molecular inhibitors of PI4K2A | Phosphatidylinositol 4-kinase type 2-alpha (Homo sapiens), Q9BTU6 | purified PI4K2A, ADP-Glo luminescence, 1 h; hits give low values | activity change, negative = inhibition, % at 76.9 µM | 420,000 compounds, 0.13% hits | AID 1346378, 2018; in the data active = activity change below about -50%; inconclusive = mostly about -30% to -49%;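 note: -100% = wells without enzyme as full effect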
#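 Compounds are screened against recombinant PI4K2A using PI as substrate and ATP, the latter dispensed at 300 microM. Reactions run one hour at ambient temperature before ADP-Glo detection; full inhibition defined by wells lacking enzyme.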
# USP1-UAF1 inh = Inhibitors of USP1/UAF1: Primary Screen; Ubiquitin carboxyl-terminal hydrolase 1 (Homo sapiens), O94782; recombinant USP1/UAF1, Ub-Rhodamine cleavage fluorescence; Potency, µM (titrated, usually from 57.1 µM), without a hit: top-dose activity change, negative = inhibition, hits mostly inhibitors; 390,000 compounds, 0.23% hits; note: potency is the fitted concentration of half-maximal effect; % is set by controls: 0 for no effect and ±100 for the full control effect; nearly all actives have a fitted effect of over 60% in size; inactives centre near -12
#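 USP1/UAF1 complex (1 nM) preincubated 15 min at room temperature with compound, then Ub-Rho substrate (150 nM final) added. Kinetic fluorescence at 480/540 nm over 6 reads at 60 s intervals; 50 mM HEPES pH 7.8, 0.5 mM EDTA, 0.1 mg/ml BSA, 1 mM TCEP, 0.01% Tween-20.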
# HP1b chromo inh = HTS for Inhibitors of HP1-beta Chromodomain Interactions with Methylated Histone Tails; Chromobox protein homolog 1 (Homo sapiens), P83916; 390,000 compounds, 0.56% hits; Potency, µM (titrated, usually from 114 µM), inactives show at the highest dose activity change, negative = inhibition, most hits filed as inhibitors; AID 540317, 2011; AlphaScreen HP1-beta / biotin-H3K9me3 peptide binding; note: potency is the fitted concentration of half-maximal effect; nearly all actives have a fitted effect of over 70% in size; inactives centre near 23
# Target sequence (P83916 whole entry, looked up): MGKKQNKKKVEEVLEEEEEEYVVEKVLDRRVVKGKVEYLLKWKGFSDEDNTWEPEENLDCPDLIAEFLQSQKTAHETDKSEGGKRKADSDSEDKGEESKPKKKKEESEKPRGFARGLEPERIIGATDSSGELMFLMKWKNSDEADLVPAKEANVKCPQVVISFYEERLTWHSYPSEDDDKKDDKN
#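 Compound inhibition of the preformed complex between 50 nM HP1-beta and 50 nM biotinylated H3K9me3 peptide was read by AlphaScreen. Buffer was PBS pH 7.4 with 0.01% Tween-20. Incubations ran 30 min at room temperature, with 10 ug/mL donor/acceptor beads.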
# Pin1 inh = qHTS Assay to Find Inhibitors of Pin1. Peptidyl-prolyl cis-trans isomerase NIMA-interacting 1 (Homo sapiens), Q13526. Pin1 FP peptide displacement, HiFluor488, 10 min. Potency, µM (titrated, usually from 115 µM), inactives show top-dose activity, negative = inhibition, actives largely listed as inhibitors. 390,000 compounds, 0.009% hits; active = well fitted inhibition curve with a large enough effect in the polarisation, with a control signal flat, not every such curve was filed as active; inconclusive = small, poorly fitted or top-dose-only effect, or effect the other way, or a change in a side signal; inactive = no such curve, though single readings can be large or run the other way; the % refers to the polarisation; note: potency is the fitted concentration of half-maximal effect; % is set by controls: 0 for no effect and ±100 for the full control effect
# Target sequence (Q13526 whole entry, looked up): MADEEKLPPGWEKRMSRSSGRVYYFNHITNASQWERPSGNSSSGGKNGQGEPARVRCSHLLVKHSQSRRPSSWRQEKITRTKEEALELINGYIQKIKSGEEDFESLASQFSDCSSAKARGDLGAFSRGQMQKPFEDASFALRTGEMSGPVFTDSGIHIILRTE
# Tb PGK inh = qHTS Assay to Find Inhibitors of Phosphoglycerate Kinase; Potency, µM (series often up to 57.5 µM), for the others: at the highest dose activity change, negative = inhibition, hits mostly inhibitors; Phosphoglycerate kinase, glycosomal (Trypanosoma brucei brucei), P07378; PGK/GAPDH coupled, Kinase-Glo luminescence, 60 min; 380,000 compounds, 0.043% hits; note: potency is the fitted concentration of half-maximal effect; % is set by controls: 0 for no effect and ±100 for the full control effect; nearly all actives have a fitted effect of over 60% in size
#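 Luminescent ATP detection (Kinase-Glo Plus) follows a 60-minute room-temperature incubation, with wells lacking PGK as controls. Buffer: 100 mM TEA (pH 7.6), 5 mM MgCl2, 0.01% Tween-20. Coupling enzyme GAPDH (100 nM final) supplies unstable 1,3-BPG in-well.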
# * = called active by the depositor; i = inactive; ? = inconclusive; . = no result given; [ ] = dose if it differs, or a comment. Unless noted, calls come from the whole dose curve; as a rule, active = well fitted curve in the direction sought with a large enough effect; inconclusive = small, poorly fitted or top-dose-only effect, or another doubt; inactive = no such curve, though single readings can be large; an effect the other way counts as inactive or inconclusive.
(1) O=C(NCCCCc1ccccc1)C1CC(c2ccc(C(F)(F)F)cc2)=NO1 (stereo unspecified)
(2) NCCNc1cc(N2CCCC2)ccc1[N+](=O)[O-]
(3) CN(c1ccccc1)S(=O)(=O)c1ccc(Cl)c(C(=O)Nc2ccncc2)c1
(4) Cc1c(Cc2ccccc2)c(=O)oc2c(C)c(OCC(=O)NCC3CCC(C(=O)O)CC3)ccc12 (stereo unspecified)
(5) COC(=O)CSc1nsc(SCC(=O)OC)n1
(6) Cn1c2ccccc2c2cc(/C=N/NC(=O)c3ccc(O)cc3O)ccc21
Assay by compound,1,2,3,4,5,6
IDH1 R132H inh,-5%,3%,-5%,-3%,-4%,7%
GLS inhibitor,2%,0%,12%,-15%,-4%,10%
TrxR1 substrate,6%[57.1 µM],-18%,-3%,139%[activator],1%,21%
rTrxR1 inhibitor,12%[57.1 µM],1%,15%,-11%,17%,18%
PI4K2A block,-1,-1,-6,0,4,0
USP1-UAF1 inh,-15%,-8%,-6%,-15%,-16%,-21%
HP1b chromo inh,17%,3%,34%,35%,13%,24%
Pin1 inh,-2%,-4%,0%,?,-5%,26%
Tb PGK inh,-4%,-7%,-3%,-12%,9%,-6%

(7) Cc1cc(/C=C2\SC(=S)N(Cc3ccco3)C2=O)c(C)n1-c1cccnc1
(8) CCOc1ncccc1C(=O)Nc1ncc(C)s1
(9) CCOc1ccc(-n2c(=O)cc(N3CCN(c4ccccc4)CC3)[nH]c2=O)cc1
(10) Cc1ccc(NC(=O)CSCC#N)cc1Cl
(11) CCc1ccccc1NC(=S)N(Cc1cccnc1)Cc1ccco1
(12) O=C(c1cccc(F)c1)N1CCN=C1SCc1cccnc1
Assay by compound,7,8,9,10,11,12
IDH1 R132H inh,4%,6%,1%,-2%,3%,10%
GLS inhibitor,2%,6%,23%,-5%,3%,0%
TrxR1 substrate,-11%,-7%[57.1 µM],-1%,-2%,12%[57.1 µM],10%
rTrxR1 inhibitor,-16%,16%[57.1 µM],-30%,-11%[57.1 µM],11%[57.1 µM],34%
PI4K2A block,-5,4,5,2,0,-19
USP1-UAF1 inh,55%[activator],-17%,-1%,8%,-8%,-26%
HP1b chromo inh,6%,60%[activator],14%,31%,19%,64%[activator]
Pin1 inh,?,18%,2%,-2%,-2%,-15%
Tb PGK inh,0%,-8%,-5%,-5%,-3%,-4%

# Values in list order from above:
# Tb PGK inh for entries 7–12 → 0%, -8%, -5%, -5%, -3%, -4%
# TrxR1 substrate for entries 7–12 → -11%, -7%[57.1 µM], -1%, -2%, 12%[57.1 µM], 10%

# Next section
(13) O=C(NCCNS(=O)(=O)c1ccccc1)N1CCOCC1
(14) COCCOC(=O)C1=C(C)NC(=S)NC1c1ccc(OCC(=O)N2CC(C)OC(C)C2)c(OC)c1 (stereo unspecified)
(15) Cc1nn(Cc2c(F)c(F)c(F)c(F)c2F)c(C)c1NC(=O)c1nn(C)c(C)c1Br
(16) Cn1c(SCC(=O)NC2CC2)nnc1-c1ccccn1
(17) COC(=O)C1=C(C(C)=O)C(c2ccc(C(=O)OC)cc2)n2nnnc2N1 (stereo unspecified)
(18) O=C(O)CSc1cc(C(=O)c2cc(F)ccc2O)cn2c(=O)c3c(-c4ccccc4)csc3nc12
Assay by compound,13,14,15,16,17,18
IDH1 R132H inh,4%,6%,-8%,-9%,0%,?
GLS inhibitor,-8%,4%,-1%,14%,20%,9%
TrxR1 substrate,7%,0%,-3%,-4%,-4%,-3%
rTrxR1 inhibitor,12%,4%,-6%,9%,4%,-16%
PI4K2A block,-2,0,3,-1,5,4
USP1-UAF1 inh,-12%,-4%,-14%,-6%,-9%,-17%
HP1b chromo inh,14%,47%[activator],8%,17%,49%[activator],0%[57 µM]
Pin1 inh,-5%,0%,-6%,-12%,4%,?
Tb PGK inh,-2%,-5%,0%,-9%,-5%,?

(19) CCCCn1c(N)c(N(CCC(C)C)C(=O)C2=NN(c3ccccc3)C(=O)CC2)c(=O)[nH]c1=O
(20) Cc1cccc(C(=O)OC2CCOC2=O)c1O (stereo unspecified)
(21) CCC(C)c1ccccc1NC(=O)c1cccc(-n2cnnn2)c1 (stereo unspecified)
(22) CN(C)c1cccc(C(=O)OCC(=O)c2ccc[nH]2)c1
(23) Cc1ccc(OCCSc2nnc(-c3cccs3)o2)cc1Cl
(24) Cc1ccc(-n2nnnc2C(Cl)c2nnnn2-c2ccc(C)cc2)cc1
Assay by compound,19,20,21,22,23,24
IDH1 R132H inh,4%,5%,1%,5%,11%,9%
GLS inhibitor,11%,0%,6%,19%,-1%,4%
TrxR1 substrate,-1%,6%,-7%[57.1 µM],1%[57.1 µM],-2%,0%
rTrxR1 inhibitor,21%,18%,11%,0%[57.1 µM],4%,-2%
PI4K2A block,0,-6,2,-4,3,-13
USP1-UAF1 inh,-4%,-10%,?,-4%,-15%,-23%
HP1b chromo inh,31%,21%,5%,1%,246%[activator],60%[activator]
Pin1 inh,-6%,-7%,5%,0%,6%,4%
Tb PGK inh,-5%,-9%,7%,1%,9%,-6%

(25) CC1(C)NC(=O)N(CCOCCSc2ccccc2)C1=O
(26) O=C(c1ccc(F)cc1Cl)N(c1ccccn1)C1CCCCC1
(27) CNS(=O)(=O)c1cc(NC(=O)CCNC(=O)c2ccco2)ccc1C
(28) Cc1ccc(S(=O)(=O)N(CC(=O)c2ccc(Cl)cc2)C(=O)N2CCN(C)CC2)cc1
(29) Nc1nc(CSc2nc3ccccc3s2)nc(N2CCOCC2)n1
(30) CCc1nnc(NC(=O)C2CCC(CNc3c(N4CCCCC4)c(=O)c3=O)CC2)s1 (stereo unspecified)
Assay by compound,25,26,27,28,29,30
IDH1 R132H inh,8%,3%,0%,1%,-1%,5%
GLS inhibitor,7%,4%,-12%,-7%,0%,45%[activator]
TrxR1 substrate,9%,8%[57.1 µM],-7%,-4%,4%,11%
rTrxR1 inhibitor,25%,18%[57.1 µM],-5%,-15%,14%,35%
PI4K2A block,13,-1,-5,-2,-2,-2
USP1-UAF1 inh,0%,-16%,-18%,-10%,-4%,-15%
HP1b chromo inh,17%,9%,15%,18%,16%,93%[activator]
Pin1 inh,3%,-2%,-3%,-6%,-3%,-16%
Tb PGK inh,-8%,-5%,-9%,i,9%,-3%

(31) Cc1cc(C)c2c(NC(=O)c3ccccc3Cl)c(C(=O)NCc3ccc(Cl)cc3)sc2n1
(32) O=C(CCSc1ccccc1)Nc1ccccc1C(=O)N1CCCC1
(33) CCCc1cc(=O)oc2cc(OCc3ccc(C(=O)O)cc3)ccc12
(34) Cc1ccc(CC2C(=O)N(c3cc(Cl)ccn3)C(=O)C2C)cc1 (stereo unspecified)
(35) Cc1nc2cc(F)ccc2n1C1CCN(C(=O)c2ccc(F)cc2F)CC1
(36) CCOc1ccc(S(=O)(=O)Nc2ccc(C(=O)NCC(C)(C)N3CCOCC3)cc2)cc1
Assay by compound,31,32,33,34,35,36
IDH1 R132H inh,.,4%,-7%,1%,-12%,16%
GLS inhibitor,-1%,11%,4%,-1%,6%,20%
TrxR1 substrate,2%,-10%,38%[activator][57.1 µM],1%[57.1 µM],-2%,9%
rTrxR1 inhibitor,14%[11.4 µM],-5%,12%,20%[57.1 µM],1%,23%
PI4K2A block,2,3,0,1,4,-8
USP1-UAF1 inh,-10%,1%,-17%,-7%,-8%,-10%
HP1b chromo inh,-6%,32%,14%,10%,33%,-11%
Pin1 inh,47%[activator],1%,-1%,-4%,1%,1%
Tb PGK inh,.,-2%,1%,-4%,10%,-5%

(37) Cc1cc(C)n2nc(SCc3ccc(F)cc3Cl)nc2n1
(38) CC(=O)Nc1ccc(CN2CCCCCCC2)cc1
(39) COc1ccc(N=C2NC(=O)/C(=C\c3ccco3)S2)cc1
(40) COc1ccc(-c2csc3nc(-c4ccccc4OC)oc(=O)c23)cc1
(41) O=C(NCc1ccc(Cl)cc1)C1CCCN(C(=O)c2cnn(-c3ccc(F)cc3)c2-n2cccc2)C1 (stereo unspecified)
Assay by compound,37,38,39,40,41
IDH1 R132H inh,18%,8%,14%,0%,-1%
GLS inhibitor,0%,-5%,46%[activator],2%,6%
TrxR1 substrate,-1%,-2%,13%,6%,-12%
rTrxR1 inhibitor,23%,5%,20%[57.1 µM],28%,-8%
PI4K2A block,10,9,-11,3,-1
USP1-UAF1 inh,-6%,-5%,3%,-5%,12%
HP1b chromo inh,38%,?,?,42%[activator],18%
Pin1 inh,2%,-9%,?,10%,5%
Tb PGK inh,i,-2%,-11%,-6%,1%

# The list is partial. The share of hits here may be higher or lower than overall.
